Integrin act MD – qHTS for Activators of Integrin-Mediated Alleviation for Muscular Dystrophy; alpha7betagal myoblasts, beta-gal FDG fluorescence, 48 h; Potency, µM (highest dose often 38.3 µM), for the others: at the top dose activation, hits mostly activators; 0.064% of 350,000 active; active means well fitted activation curve with a large enough effect; inconclusive means small, poorly fitted or top-dose-only effect; inactive means no such curve, though single readings can be large or run the other way;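 further: 100% = response of the positive control SU9516; nearly all actives have a fitted effect of over 60% in size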
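Alpha7betagal+/- myoblasts (passage 13) were plated 16-24 hr, then exposed to compounds (1:260 dilution of DMSO stock) for 48 hours at 37C. After MPER lysis, β-galactosidase reporter activity was read as FDG fluorescence (ex 480/em 540) after 30 minutes.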
* hit, by the source's call; ? = inconclusive; [ ] = remark or other dose. Potency means the concentration at half of the fitted maximal effect. A portion of the library. The share of hits here may be higher or lower than overall.

SMILES | Integrin act MD
CCN(CC)C(=O)C1=C(C)N(Cc2ccc(F)cc2)C(=O)C(CC(=O)NCCCCc2ccccc2)C1 (centres undefined) | -2%
COc1ccc(CN2CCC[C@]3(N[C@H](c4ccc(OC)cc4)[C@@H]4C(=O)N(C)C(=O)[C@@H]43)C2=O)cc1 | -8%
Cc1ccc(C(=O)NCC(=O)N2CCN(c3ccccc3O)CC2)s1 | 9%
O=C(C[C@H]1C(=O)N(c2ccccc2)C[C@@H]1Cc1ccccc1)Nc1ccccc1 | -4%
C[C@@H]1CCCCO[C@@H](CN(C)CC2CC2)[C@@H](C)CN([C@H](C)CO)C(=O)c2cc(N(C)C)ccc2O1 | 1%
CCCCN1C(=O)C(CC(=O)NCc2cccs2)CC(C(=O)N2CCOCC2)=C1C (centres undefined) | 7%
COCOCCn1cc(CN2CCS(=O)(=O)N(Cc3ccc(-c4ccc(OC)c(OC)c4)cc3)C(CC(C)C)C2=O)nn1 (centres undefined) | -22%
C[C@H](NC(=O)c1[nH]cnc1C(=O)Nc1ccccc1F)c1ccccc1 | -37%
O=C(NCC(c1ccco1)N1CCCC1)c1cccc(S(=O)(=O)N2CCCCC2)c1 (centres undefined) | 4%
C/C=C/c1cnc2c(c1)C(=O)N([C@@H](C)CO)C[C@H](C)[C@@H](CN(C)S(=O)(=O)c1ccc(C)cc1)O2 | -5%
COc1ccc(OC)c(C(=O)NC2CCCc3c2cnn3-c2cc(C)cc(C)c2)c1 (centres undefined) | 1%
COc1ccc(C(=O)Nc2ccc3c(c2)OCCO3)c(OC)c1 | -3%
C[C@@H]1CN([C@@H](C)CO)C(=O)c2cc(Br)cnc2O[C@H]1CN(C)S(=O)(=O)c1cccs1 | -8%
O=C(NNC(=O)c1ccccc1-n1cccc1)c1cccnc1 | 10%
Nc1ccn([C@@H]2O[C@H](CNCc3ccc(N4CCNCC4)cc3)[C@@H](O)[C@H]2O)c(=O)n1 | 1%
COc1ccccc1CNC(=O)COC(=O)CCN1C(=O)C2CC=CCC2C1=O (centres undefined) | 8%
COc1cc2ccc(C(=O)O)cc2cc1OC | -1%
CCOc1ccc(NC(=O)CN(C)C(=O)Cc2ccc3c(c2)OCCO3)cc1OCC | -7%
COC(=O)C[C@H]1C[C@H]2c3cc(NS(=O)(=O)c4cccc(OC)c4)ccc3O[C@H]2[C@@H](CO)O1 | -9%
COc1ccc(S(=O)(=O)N2CCOCC2)cc1NC(=O)CCCSc1ccccc1 | 15%
O=C(c1cc(C2CC2)nn1-c1ccccc1)N1CCN(Cc2ccccc2)CC1 | -16%
O=C(c1ccc(N2CCCC2=O)cc1)N1CCN(c2ccc(C(F)(F)F)cc2[N+](=O)[O-])CC1 | -31%
CCCCCCN1C[C@H](n2cc(-c3ccc(F)cc3)nn2)[C@@H](O)C[C@@H]1c1ccc(C)cc1 | -63%[inhibitor]
CCN(CC)C(=O)C1=C(C)N(Cc2ccccc2)C(=O)C(CC(=O)NCCN2CCOCC2)C1 (centres undefined) | 11%
COc1ccc([C@H]2C[C@@H](O)[C@H](n3cc(-c4ccc(F)cc4)nn3)CN2CC2CCCCC2)cc1 | 16%
O=C(C1CCCCC1)N1CCC2CC1c1cc(N3CCCCC3)ccc12 (centres undefined) | 4%
O=[N+]([O-])c1ccc(/C=N\N2CCN(Cc3ccccc3Cl)CC2)cc1 | 11%
CCc1cc(CNC(=O)C2CCC(=O)N(Cc3ccccc3F)C2)on1 (centres undefined) | 10%
CC1=C(C(=O)OCc2ccccc2)C(c2ccc(C)cc2)NC(=O)N1 (centres undefined) | -9%
CN(C)C(=S)Oc1ccccc1C1SCCS1 | 9%
CC(C)=C(NC(=O)c1ccccc1Cl)C(=O)NCCc1nc2ccccc2[nH]1 | -4%
CC1CCCC(C)N1C(=O)COC(=O)CNS(=O)(=O)c1ccc2ccccc2c1 (centres undefined) | -19%
Cc1ccc(NC(=O)CSc2nnc3ccccn23)c(Cl)c1 | 10%
C[C@@H]1CN([C@H](C)CO)C(=O)c2cc(Br)cnc2O[C@H]1CN(C)C | 4%
C[C@H](CO)N1C[C@H](C)[C@@H](CN(C)C(=O)Nc2ccccc2)Oc2ncc(C#CC3CCCCC3)cc2C1=O | -13%
O=C1NCCN(CC2CCN(CCc3ccccc3)CC2)C1=O | -4%

Sorted by formula weight (highest first): part of the list above.
SMILES | Integrin act MD
C[C@H](CO)N1C[C@H](C)[C@@H](CN(C)C(=O)Nc2ccccc2)Oc2ncc(C#CC3CCCCC3)cc2C1=O | -13%
CCN(CC)C(=O)C1=C(C)N(Cc2ccccc2)C(=O)C(CC(=O)NCCN2CCOCC2)C1 (centres undefined) | 11%
COc1ccc([C@H]2C[C@@H](O)[C@H](n3cc(-c4ccc(F)cc4)nn3)CN2CC2CCCCC2)cc1 | 16%
O=C(c1ccc(N2CCCC2=O)cc1)N1CCN(c2ccc(C(F)(F)F)cc2[N+](=O)[O-])CC1 | -31%
CC1CCCC(C)N1C(=O)COC(=O)CNS(=O)(=O)c1ccc2ccccc2c1 (centres undefined) | -19%
CC(C)=C(NC(=O)c1ccccc1Cl)C(=O)NCCc1nc2ccccc2[nH]1 | -4%
C[C@@H]1CN([C@H](C)CO)C(=O)c2cc(Br)cnc2O[C@H]1CN(C)C | 4%
O=[N+]([O-])c1ccc(/C=N\N2CCN(Cc3ccccc3Cl)CC2)cc1 | 11%
O=C(C1CCCCC1)N1CCC2CC1c1cc(N3CCCCC3)ccc12 (centres undefined) | 4%
CC1=C(C(=O)OCc2ccccc2)C(c2ccc(C)cc2)NC(=O)N1 (centres undefined) | -9%
O=C1NCCN(CC2CCN(CCc3ccccc3)CC2)C1=O | -4%
CN(C)C(=S)Oc1ccccc1C1SCCS1 | 9%

New compounds follow.
SMILES | Integrin act MD
Cc1ccc(S(=O)(=O)NCC2CCC(C(=O)NCCCN3CCC(C)CC3)CC2)cc1 (centres undefined) | -30%
C[C@H]1CN([C@@H](C)CO)C(=O)CCCn2nncc2CO[C@H]1CN(C)S(=O)(=O)c1ccc(Cl)cc1 | -2%
Cc1ccc(-c2ccc(CN3C(C)C(=O)N(Cc4cn(CCC5OCCO5)nn4)CCS3(=O)=O)cc2)cc1 (centres undefined) | 4%
C[C@@H]1CN([C@H](C)CO)C(=O)c2cc(C#C[C@@H](C)O)cnc2O[C@H]1CN(C)C(=O)c1ccc(F)cc1 | -8%
Cc1nnc(SCC(=O)Nc2cccc(S(=O)(=O)N3CCCC3)c2)n1C1CC1 | 3%
c1coc(-c2nc(N=C3N=c4ccccc4=N3)[nH]c2-c2ccco2)c1 | 0%
COc1ccc(NC(=O)CCNC(=O)N2CC(=O)Nc3ccccc32)cc1OC | -1%
C[C@H](CO)N1C[C@H](C)[C@@H](CN(C)S(=O)(=O)c2cccc(F)c2)Oc2ncc(Br)cc2C1=O | -1%
O=C1CSC(=S)N1Cc1ccccc1 | -22%
CC1=C(C(=O)N(C(C)C)C(C)C)CC(CC(=O)NCCN2CCOCC2)C(=O)N1Cc1ccccc1 (centres undefined) | 11%
COC(=O)c1ccc2cn[nH]c2c1 | 21%
O=C(c1cccs1)N1C[C@H](n2cc(-c3ccc(F)cc3)nn2)[C@@H](O)C[C@@H]1c1ccc(Cl)cc1 | -4%
COc1ccccc1N1CCN(C(=O)CCCCCn2c(=S)[nH]c3cc4c(cc3c2=O)OCO4)CC1 | 6%
CC(C)NC(=O)N(C)C[C@@H]1OCc2cn(nn2)CCCC(=O)N([C@H](C)CO)C[C@H]1C | 0%
C[C@H](CO)N1C[C@H](C)[C@@H](CN(C)C)OCc2cnnn2CCCC1=O | 13%
C[C@@H]1CN([C@H](C)CO)C(=O)c2cc(Br)cnc2O[C@@H]1CN(C)C(=O)Cc1ccccc1 | -6%
Cc1cccc(CNC(=O)C2CCC(=O)N(CC3CCCCC3)C2)c1 (centres undefined) | -6%
C[C@H](CO)N1C[C@H](C)[C@@H](CN(C)S(=O)(=O)c2ccccc2C#N)OCc2cnnn2CCCC1=O | 18%
Cc1cn([C@H]2C[C@H](O)[C@@H](CNCc3cc(Br)ccc3OCc3ccccc3)O2)c(=O)[nH]c1=O | 4%
CC1C(=O)N(Cc2cn(CC3CCCCC3)nn2)CCS(=O)(=O)N1Cc1ccc(-c2ccc(Cl)c(Cl)c2)cc1 (centres undefined) | -40%
O=Cc1c[nH]c2ccc(S(=O)(=O)N3CCCCC3)cc12 | -14%
C[C@@H]1CN([C@H](C)CO)S(=O)(=O)c2ccc(-c3ccc(C(=O)N(C)C)cc3)cc2O[C@H]1CN(C)C(=O)Cc1ccccn1 | 10%
CC(=NNS(=O)(=O)c1ccc(C)cc1)c1ccccc1 | 10%
O=C(NCc1ccccc1CN1CCCC1)C1CCN(C(=O)c2ccc(Cl)cc2)CC1 | -32%
O=C(NCc1nnnn1-c1ccc(Cl)cc1)C(=O)c1c[nH]c2ccccc12 | 2%
COC(=O)C[C@H]1C[C@H]2c3cc(NC(=O)C4CCC4)ccc3O[C@H]2[C@H](CO)O1 | 3%
CC(C)NC(=O)Nc1ccc2c(c1)C(=O)N([C@H](C)CO)C[C@H](C)[C@@H](CN(C)Cc1ccc3c(c1)OCO3)OCCCC[C@@H](C)O2 | 21%
CC(C)(C)OC(=O)N1CCN(C(=O)c2[nH]cnc2C(=O)Nc2ccccc2F)CC1 | -4%
Cc1cn([C@H]2C[C@H](O)[C@@H](CNCc3ccc(-c4cc(Cl)ccc4C(F)(F)F)o3)O2)c(=O)[nH]c1=O | 16%
Cc1ccc2c(c1)CCO[C@]21O[C@H](CCO)C[C@H](O)[C@H]1O | -7%
CC(C)(C)Cc1c(-c2ccc(Br)cc2)nc2ccc(Br)cn12 | -44%
O=C(O)c1ccc2c(c1)S(=O)(=O)c1cc(N3CCN(c4cnccn4)CC3)ccc1C2=O | 0%
CCOCCCNC(=O)Cn1cc2c(n1)-c1c(oc(C(=O)N3CCCC3)c1C)CC2 | 1%
CCN(CC)C(=O)C1=C(C)N(Cc2ccc(C(C)(C)C)cc2)C(=O)C(CC(=O)NCc2cccs2)C1 (centres undefined) | -19%
C[C@@H]1CN([C@H](C)CO)C(=O)CCCn2nncc2CO[C@H]1CN(C)Cc1ccc(C(=O)O)cc1 | -17%
Cc1ccc(N(CC(=O)N2CCCCCC2)S(C)(=O)=O)cc1 | -6%
C#CC1(NC(=S)Nc2cccc(OC)c2)CCCCC1 | -6%
O=P(C(=S)Nc1ccccc1Cl)(c1ccccc1)c1ccccc1 | -18%
O=C(NCc1ccccc1OC(F)(F)F)C1CCC(=O)N(CCCN2CCOCC2)C1 (centres undefined) | 0%
O=[N+]([O-])c1ccc(CN2CC(N3CCC(Cc4ccccc4)CC3)CS2(=O)=O)cc1 (centres undefined) | -24%
C[C@H](CO)N1C[C@H](C)[C@@H](CN(C)C(=O)C2CC2)OCc2cnnn2CCCC1=O | -4%
CCOC(=O)CCCCCC(=O)Nc1ccc2c(c1)C(=O)N([C@H](C)CO)C[C@H](C)[C@@H](CN(C)S(C)(=O)=O)OCCCC[C@@H](C)O2 | -9%
CN(C)C(=O)c1cccc(COc2ccc(N3C(N)=NC(N)=NC3(C)C)cc2Cl)c1 | ?
CCN1C(=O)[C@H]2[C@@H](c3ccc(C(F)(F)F)cc3)N[C@]3(CCCN(Cc4ccccc4)C3=O)[C@H]2C1=O | 2%
CN[C@H]1C[C@H]2c3[nH]c4ccccc4c3CCN2C(=O)[C@H]1[C@H](C)O | -5%
COc1ccccc1N1CCN(S(=O)(=O)CCNC(=O)CCc2ccccc2)CC1 | -16%
C[C@@H]1CN([C@H](C)CO)C(=O)CCCn2nncc2CO[C@H]1CN(C)Cc1ccc2c(c1)OCCO2 | -28%
CCN1C(=O)[C@H]2[C@@H](c3ccc(C)cc3)N[C@]3(CCCN(Cc4ccccc4)C3=O)[C@H]2C1=O | 27%

Taken from above.
Integrin act MD with CC(C)(C)OC(=O)N1CCN(C(=O)c2[nH]cnc2C(=O)Nc2ccccc2F)CC1 = -4%
Integrin act MD with CCOC(=O)CCCCCC(=O)Nc1ccc2c(c1)C(=O)N([C@H](C)CO)C[C@H](C)[C@@H](CN(C)S(C)(=O)=O)OCCCC[C@@H](C)O2 = -9%

Remaining list, next part.
SMILES | Integrin act MD
CC1CCCN(C(=O)c2cccc(S(=O)(=O)NCc3ccccc3)c2)C1 (centres undefined) | 15%
O=C(COC(=O)c1ccc(Cl)c(S(=O)(=O)N2CCCCC2)c1)NC1CCCCC1 | -12%
Nc1cc(=O)c2[nH]cnc2[nH]1 | 10%
CC(C)NC(=O)Nc1ccc2c(c1)C(=O)N([C@@H](C)CO)C[C@H](C)[C@H](CN(C)S(=O)(=O)c1ccccc1)OCCCC[C@H](C)O2 | -1%
COc1ccc(C)cc1-n1cnc2sc(C)c(C)c2c1=O | 7%
CC(C)C1C(=O)N(Cc2cn(Cc3ccco3)nn2)CCS(=O)(=O)N1Cc1ccc(-c2ccncc2)cc1 (centres undefined) | -1%
O=C(O)c1ccc(CNC(=O)C2CCN(S(=O)(=O)c3ccc4c(c3)OCCO4)CC2)cc1 | 4%
COc1ccc(Nc2cc(C)nc3ccc(C)cc23)cc1 | -19%
CCN(C(=O)c1ccc(NC(=O)C2CCCCC2C(=O)O)cc1)c1ccccc1 (centres undefined) | -7%
OCCCN1CNC(=S)NC1 | 20%
C[C@@H]1CN([C@@H](C)CO)C(=O)c2cc(Br)cnc2O[C@H]1CN(C)C(=O)C1CCCCC1 | -11%
COc1ccc(NC(=O)C[C@H]2C(=O)N(c3ccccc3)C[C@@H]2Cc2ccccc2)cc1 | 6%
O=C(Nc1ccn(CCCNCC2CCCCC2)c(=O)n1)OCc1ccccc1 | -38%
Cc1ccc(S(=O)(=O)N2C[C@]3(O)C[C@@H]4C(=O)N(c5ccccc5)C(=O)[C@@H]4C[C@]3(OC(=O)NCC3CCCCC3)C2)cc1 | 9%

Screening results deposited in PubChem by National Center for Advancing Translational Sciences (NCATS).
